CCHFV vOTU inh – CCHFV vOTU protease inhibitors, primary screen, biochemical, Pep-AMC substrate, fluorescence. Crimean-Congo hemorrhagic fever virus L polyprotein viral ovarian tumor (vOTU) protease …. inhibition, % at 11.5 µM. 370,000 tested, 0.55% active. AID 651958, 2012; in the data active means inhibition above about 30%; further: 0% = vehicle wells with enzyme and 100% = no enzyme wells
Yp Topo-I inh – Yersinia pestis topoisomerase I inhibitors, primary screen, biochemical, cleavage product accumulation, plate reader, single point; AID 504884, 2011; 360,000 tested, 0.064% active; activity, % at 10 µM; Y. pestis Topo-I cleavage product accumulation; DNA topoisomerase I (Yersinia pestis CO92); in the data active means activity above about 50%, passing the limit was not always enough; inconclusive means no clear call, values can overlap the other calls; further: inactives centre near 2
SSB-PriA inh – inhibitors of Klebsiella pneumoniae PriA binding to SSB C-terminal tail, primary screen, biochemical, AlphaScreen. AID 1272365, 2023. inhibition, % at 33 µM. 430,000 tested, 0.6% active. AlphaScreen SSBct-PriA binding, biotinylated peptide; in the data active means inhibition mostly above about 37%, no sharp cut-off; inactive means mostly below about 20%;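 further: plate controls were negative control peptide for no effect and reference peptide for full effect; strong numbers were not always called active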
SARS 3CLpro inh – SARS-CoV 3CLpro protease inhibitors, primary screen, biochemical, quenched FRET; inhibition, % at 6 µM; 290,000 tested, 0.14% active; Replicase polyprotein 1ab (Severe acute respiratory syndrome coronavirus), P0C6X7; recombinant SARS-CoV 3CLpro, quenched FRET peptide cleavage; in the data active means inhibition above about 12%
TcdB inh – TcdB glycohydrolase inhibitors, primary screen, biochemical, single point, plate reader; Toxin B (Clostridioides difficile), P18177; TcdB glycohydrolase enzymatic assay; inhibition, % at 9.99 µM; 350,000 tested, 0.24% active; in the data active means inhibition above about 10%
Target sequence (P18177 whole entry, looked up): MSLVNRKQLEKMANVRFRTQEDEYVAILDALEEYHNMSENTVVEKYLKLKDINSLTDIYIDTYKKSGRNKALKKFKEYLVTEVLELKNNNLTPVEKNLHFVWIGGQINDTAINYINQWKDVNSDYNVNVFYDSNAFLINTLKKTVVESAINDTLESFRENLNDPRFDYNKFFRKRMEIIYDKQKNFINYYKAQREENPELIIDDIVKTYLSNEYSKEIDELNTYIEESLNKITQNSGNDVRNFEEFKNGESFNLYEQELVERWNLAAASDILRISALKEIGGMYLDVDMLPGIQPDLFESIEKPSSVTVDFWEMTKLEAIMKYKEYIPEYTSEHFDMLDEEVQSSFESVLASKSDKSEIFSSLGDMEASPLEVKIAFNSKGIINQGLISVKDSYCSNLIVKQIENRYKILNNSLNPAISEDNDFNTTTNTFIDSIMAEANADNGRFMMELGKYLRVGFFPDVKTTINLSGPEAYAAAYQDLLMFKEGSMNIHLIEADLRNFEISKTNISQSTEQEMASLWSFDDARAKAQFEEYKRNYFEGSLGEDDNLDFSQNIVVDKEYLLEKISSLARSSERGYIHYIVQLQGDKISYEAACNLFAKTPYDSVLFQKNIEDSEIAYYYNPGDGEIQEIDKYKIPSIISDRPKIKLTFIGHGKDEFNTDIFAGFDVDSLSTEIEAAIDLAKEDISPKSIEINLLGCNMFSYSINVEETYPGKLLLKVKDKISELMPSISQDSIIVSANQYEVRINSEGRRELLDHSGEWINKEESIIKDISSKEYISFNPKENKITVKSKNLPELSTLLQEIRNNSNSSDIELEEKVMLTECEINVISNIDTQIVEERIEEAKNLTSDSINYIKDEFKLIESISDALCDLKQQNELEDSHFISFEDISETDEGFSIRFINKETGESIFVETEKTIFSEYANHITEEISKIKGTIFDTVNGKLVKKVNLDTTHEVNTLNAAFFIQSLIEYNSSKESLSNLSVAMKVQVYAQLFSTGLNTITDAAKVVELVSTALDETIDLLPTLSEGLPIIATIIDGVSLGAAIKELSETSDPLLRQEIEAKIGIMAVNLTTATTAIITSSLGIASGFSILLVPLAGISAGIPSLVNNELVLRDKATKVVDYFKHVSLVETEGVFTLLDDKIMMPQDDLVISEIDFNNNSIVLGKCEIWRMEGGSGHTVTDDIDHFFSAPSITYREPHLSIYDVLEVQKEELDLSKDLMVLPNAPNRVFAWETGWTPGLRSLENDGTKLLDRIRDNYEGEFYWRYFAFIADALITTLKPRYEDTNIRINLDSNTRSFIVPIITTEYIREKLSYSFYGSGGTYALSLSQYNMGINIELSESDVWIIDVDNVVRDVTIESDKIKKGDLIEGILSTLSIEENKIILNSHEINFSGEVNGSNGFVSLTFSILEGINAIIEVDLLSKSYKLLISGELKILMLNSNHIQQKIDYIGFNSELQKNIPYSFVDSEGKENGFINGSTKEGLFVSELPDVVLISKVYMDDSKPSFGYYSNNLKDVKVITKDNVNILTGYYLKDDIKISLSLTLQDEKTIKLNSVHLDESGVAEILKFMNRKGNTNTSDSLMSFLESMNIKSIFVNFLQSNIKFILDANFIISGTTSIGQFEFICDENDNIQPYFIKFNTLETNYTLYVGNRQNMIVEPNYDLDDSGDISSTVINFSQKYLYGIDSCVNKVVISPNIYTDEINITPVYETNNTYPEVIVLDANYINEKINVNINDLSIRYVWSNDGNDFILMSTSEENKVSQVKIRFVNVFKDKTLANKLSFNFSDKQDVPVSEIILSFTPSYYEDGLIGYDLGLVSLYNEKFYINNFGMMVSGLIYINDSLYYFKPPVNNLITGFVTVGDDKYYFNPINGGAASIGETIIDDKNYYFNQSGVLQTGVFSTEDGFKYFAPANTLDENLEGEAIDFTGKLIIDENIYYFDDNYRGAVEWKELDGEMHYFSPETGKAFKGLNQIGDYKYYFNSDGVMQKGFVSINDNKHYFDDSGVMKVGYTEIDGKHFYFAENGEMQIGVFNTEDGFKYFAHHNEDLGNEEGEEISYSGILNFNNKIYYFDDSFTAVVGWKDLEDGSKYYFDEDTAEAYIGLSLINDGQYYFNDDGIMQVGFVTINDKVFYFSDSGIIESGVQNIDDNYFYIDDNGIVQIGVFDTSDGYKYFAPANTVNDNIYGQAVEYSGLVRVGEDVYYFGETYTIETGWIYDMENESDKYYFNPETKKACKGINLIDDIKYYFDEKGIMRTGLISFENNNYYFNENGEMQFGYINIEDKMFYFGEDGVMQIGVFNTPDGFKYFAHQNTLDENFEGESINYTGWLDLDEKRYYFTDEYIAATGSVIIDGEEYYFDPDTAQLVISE
PfHsp40 yeast – rescue of yeast from PfHsp40 toxicity, primary screen, S. cerevisiae, ATP luminescence. S. cerevisiae expressing PfHsp40, growth rescue. growth rescue, % at 12.5 µM. 340,000 tested, 0.68% active. AID 504582, 2011; in the data active means growth rescue above about 28%, passing the limit was not always enough; inconclusive means no clear call, values can overlap the other calls;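 further: yeast W303a lacking pdr1 and pdr3 grown in galactose medium; growth measured after three days at 30 °C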
Anthrax LF prot – Bacillus anthracis LF protease inhibitors, primary screen, biochemical, multiplex microsphere, MLPCN library; AID 588501, 2011; 360,000 tested, 0.12% active; inhibition, % at 10 µM; multiplex microsphere protease cleavage assay; further: plate controls were buffer without enzyme for full effect and enzyme alone for no effect
VHR inh abs – VHR1 phosphatase inhibitors, primary screen, biochemical, absorbance, uHTS | Dual specificity protein phosphatase 3 (Homo sapiens), P51452 | recombinant VHR phosphatase, pNPP absorbance | inhibition, % at 13.3 µM | 290,000 tested, 0.52% active; in the data active means inhibition above about 50%; further: some compounds called inactive have numbers as strong as hits
BoNT A protease – BoNT/A light chain protease inhibitors, primary screen, biochemical, flow cytometry, MLPCN library. Botulinum neurotoxin type A light chain protease (Clostridium botulinum A str. ATCC 3502). multiplex microsphere protease substrate cleavage. inhibition, % at 10 µM. 360,000 tested, 0.17% active. AID 588499, 2011; further: plate controls were buffer without enzyme for full effect and enzyme alone for no effect
BH1578 lux ind – inducers of Vibrio cholerae quorum light production without autoinducers, primary screen, BH1578 luxS cqsA deficient, single point; V. cholerae BH1578 lux reporter, luminescence, 6 h; activation, % at 18.7 µM; 350,000 tested, 0.16% active; in the data active means activation mostly above about 9.7%, no sharp cut-off; inconclusive means no clear call, values can overlap the other calls; inactive means mostly below about 3.7%; further: not every result past the cut was called active; inactives centre near 0; reference of the scale not given here
* = called active by the depositor; i = inactive; ? = inconclusive; . = no result given. Unless noted, no stated cut-off is given here; in the data, active means inhibition above about 30%; inconclusive means no clear call, values can overlap the other calls; inactive means below that.

SMILES | CCHFV vOTU inh | Yp Topo-I inh | SSB-PriA inh | SARS 3CLpro inh | TcdB inh | PfHsp40 yeast | Anthrax LF prot | VHR inh abs | BoNT A protease | BH1578 lux ind
COc1cc(OC)cc(C(=O)Oc2c(CN3CCOCC3)cc(Cl)c3cccnc23)c1 | 7.9 | 9.7 | 9.8 | -1.0 | 0.2 | -0.6 | 2.5 | 9.6 | 1.0 | 0.4
CC(C)C(N)c1csc(Nc2ccc(C(=O)c3ccccc3)cc2)n1 (stereo not drawn) | 36.9* | 7.1 | . | . | -0.4 | . | -4.0 | . | 0.1 | -0.2
Cc1cccc(CN2CCN(C(=O)CCc3nnc(C4CCCCC4)o3)CC2)c1 | 2.2 | 8.1 | -15.6 | 0.5 | 0.7 | 1.7 | 0.5 | 12.0 | 0.6 | -0.3
COc1ccc(-c2nc3ncccn3c2Nc2ccccc2)cc1 | 3.2 | 10.8 | -1.8 | 0.9 | 0.8 | 1.6 | 0.5 | -6.3 | -0.9 | -2.3
Cc1nn(CCCC(=O)NCCc2ccccc2)c(C)c1[N+](=O)[O-] | 6.4 | 2.1 | 4.0 | 0.7 | 0.6 | -1.7 | -1.3 | 1.1 | -0.5 | -2.3
CN(C/N=C(\N)N[N+](=O)[O-])S(=O)(=O)c1ccccc1 | -4.6 | -5.4 | . | -1.0 | -1.6 | -1.5 | -8.3 | -7.4 | -0.8 | 0.0
Cc1ccc(NC(=O)NNC(=O)C2CCN(Cc3ccc(F)cc3Cl)CC2)cc1 | -2.6 | -3.6 | 3.5 | -1.1 | -0.2 | 1.2 | -1.6 | 11.1 | 0.2 | -0.5
Oc1c(-c2cc(-c3ccco3)[nH]n2)ccc2ccccc12 | -0.8 | -21.7 | 33.2 | -0.5 | . | 0.5 | -1.7 | 7.1 | -1.8 | 5.0
CCCCc1nc(C(N)=O)c2[nH]c(=O)n(-c3ccc(OC)cc3OC)c2n1 | . | 1.5 | 4.8 | 6.0 | . | -0.5 | -0.8 | 14.2 | -2.9 | i
CCCN(Cc1cc2cc(C)ccc2[nH]c1=O)S(C)(=O)=O | -18.0 | 6.7 | -14.4 | 5.1 | . | 0.6 | -0.1 | 28.0 | 0.0 | -0.3
O=C(Cn1cnc2ccccc21)N1CCN(S(=O)(=O)c2ccccc2)CC1 | -0.3 | -13.1 | -8.0 | 3.2 | -0.9 | 1.8 | -4.0 | 5.9 | -0.5 | 0.1
CCOc1ccc(C(=O)N(CN2CCCC2=O)c2ccccc2)cc1 | -5.4 | 4.4 | -17.0 | -1.9 | 0.6 | -0.3 | -0.3 | 11.3 | ? | -1.2
Clc1ccccc1OCc1nnc(-c2ccccc2Br)o1 | 10.7 | 28.3 | -25.0 | 2.9 | . | 2.9 | -2.5 | 3.8 | 0.2 | 6.2
O=C(O)CN1C(=O)C2C3CC(C2C1=O)C1C(c2ccccc2)c2sc(=O)[nH]c2SC31 (stereo not drawn) | -3.6 | 2.6 | -12.0 | 3.8 | . | -1.4 | -0.9 | -7.2 | -0.1 | -0.1
Nc1ccc(C(=O)N/N=C\C=C\c2cccc([N+](=O)[O-])c2)cc1 | 20.8 | 0.3 | . | -6.1 | . | 0.2 | -3.0 | 30.1 | -1.1 | 0.9
OCC[C@@H]1C[C@H](O)[C@@H](O)[C@]2(CCCO2)O1 | 4.1 | 10.6 | -6.7 | . | -6.3 | 2.5 | 7.5 | . | 0.3 | i
O=C(CCCOc1ccc(Cl)cc1Cl)N1CCc2ccccc2C1 | -5.5 | 2.3 | -9.3 | 6.6 | . | 6.3 | 2.4 | 17.8 | 0.3 | 0.5
COc1ccc(C2NC(=S)NC(C)=C2C(=O)Nc2ccccn2)cc1 (stereo not drawn) | 3.6 | -0.3 | -15.8 | -1.9 | -1.1 | 0.3 | -0.3 | -7.9 | 0.2 | 2.3
Cc1ccnc2nc(C(=O)Nc3cc(Cl)ccc3N3CCOCC3)nn12 | 5.5 | -5.6 | 1.2 | 0.2 | . | 0.8 | 0.4 | 9.7 | 0.5 | -0.2
CCOC(=O)c1c(NC(=O)CSc2nnnn2-c2ccccc2OCC)sc2c1CC(C)(C)NC2(C)C | 1.6 | -12.3 | 6.5 | . | 1.3 | 0.0 | . | . | . | 0.6
CCc1ccc(-n2c(=S)sc3c(=O)[nH]c(SCC(=O)NC4CCCCC4)nc32)cc1 | -5.6 | 7.7 | . | . | 4.3 | . | 1.0 | . | -0.3 | i
CCc1nnc(NS(=O)(=O)c2ccc(NCc3ccccc3O)cc2)s1 | 1.4 | -3.2 | -0.3 | -8.6 | 2.1 | -1.4 | 0.3 | -2.7 | 0.1 | -0.2
CN(C)CCCOc1ccc(-c2cc3nc(NCc4cccnc4)n(C)c(=O)c3s2)cn1 | 6.0 | -2.8 | . | . | 1.3 | . | -1.4 | . | 0.2 | i
O=C(NC1CCCCC1)N1CCc2ccccc21 | 7.5 | -8.6 | -10.1 | -3.7 | 1.0 | 0.7 | -5.9 | 3.5 | -1.2 | -2.6
CCC(/C=C1\Oc2ccc(OC)cc2N1C)=C\c1sc2ccccc2[n+]1CCCS(=O)(=O)[O-] | 2.1 | -4.9 | . | . | -1.0 | -1.2 | -7.0 | . | 1.7 | i
O=C1CN(C(=O)c2ccccc2)C(c2ccc(F)cc2)c2cc(Br)ccc2N1 (stereo not drawn) | 12.7 | 0.1 | 6.5 | 2.1 | 0.6 | 1.0 | -11.3 | 44.0 | 0.8 | -7.7
CCOC(=O)/C(=C/C=C/c1ccccc1)NC(=O)c1ccccc1 | 11.9 | 16.4 | -27.1 | 0.3 | 0.9 | 2.2 | 0.6 | -5.3 | -0.7 | i
Cc1ccc(S(=O)(=O)NCCC(=O)NNC(=O)c2ccccc2O)cc1C | -10.5 | -3.4 | 5.3 | . | 0.6 | -2.2 | . | . | . | -0.6
C=C1CCN(Cc2ccccc2)S(=O)(=O)c2ccccc21 | 0.0 | 10.1 | -6.6 | . | 11.0* | 3.5 | -0.9 | 22.0 | -0.1 | i
CCc1cccc2c(=O)c(C(=O)NCCCOC)c[nH]c12 | -14.2 | -4.3 | 0.8 | -1.3 | 1.8 | -0.7 | -2.0 | -12.5 | -1.1 | i
Cc1c(NC(=O)c2ccc(F)c(S(=O)(=O)N3CCOCC3)c2)c(=O)n(-c2ccccc2)n1C | 13.9 | -2.4 | 1.3 | -2.8 | . | -0.9 | -6.1 | 8.1 | 0.1 | 5.3
CCCN1CCN(C(=O)c2ccc3nc(CC)c(CC)nc3c2)CC1 | 13.2 | -7.4 | -13.2 | -1.2 | 1.0 | -0.8 | -10.9 | 13.9 | 3.9 | i
CC1(C)CC(=O)C(CO)=C(c2cccc3ccccc23)C1=O | 6.8 | 9.1 | -0.2 | . | 0.2 | 0.7 | -6.4 | . | 0.4 | -1.4
CCOC(=O)c1cc(NC(=O)c2ccc(C)cc2)c(=O)oc1C(F)(F)F | -3.6 | 4.9 | 1.5 | -2.0 | -1.9 | -0.2 | -1.5 | 19.7 | -0.7 | i
COC(=O)c1ccc(/C=C/c2c(-c3ccc(OC)cc3)oc3ccccc23)cc1 | 4.9 | -1.1 | -17.8 | 0.7 | 0.6 | -2.3 | 1.6 | 8.9 | -0.2 | -4.5
Oc1cccnc1SCc1ccccc1 | 18.0 | 0.5 | -6.3 | . | -9.6 | 1.4 | -8.9 | . | -0.6 | -5.4
CCc1nc(SCC(=O)c2ccc(C)c(C)c2)n[nH]1 | -5.1 | 9.7 | 5.1 | -0.9 | . | 1.3 | -13.8 | 40.1 | 1.8 | i
CCn1cnc2sc(C(=O)Oc3cccc(C)c3)c(C)c2c1=O | -0.9 | 7.4 | -18.3 | -2.3 | 0.4 | -2.0 | 0.1 | -14.0 | -1.0 | -0.9
C/C(=N\Nc1ncc(Cl)cc1Cl)c1ccc(S(=O)(=O)NCc2ccco2)cc1 | -10.3 | 46.6 | . | 1.6 | . | -0.5 | -1.8 | 7.3 | -0.8 | -0.4
O=C1O/C(=C/c2ccccc2)N=C1c1ccccc1 | -4.3 | -3.2 | -4.4 | -0.5 | 0.3 | 0.1 | -4.9 | -11.3 | 0.7 | -0.1

Reformatted with values under each structure: part of the list above.
Below each compound – CCHFV vOTU inh | Yp Topo-I inh | SSB-PriA inh | SARS 3CLpro inh | TcdB inh | PfHsp40 yeast | Anthrax LF prot | VHR inh abs | BoNT A protease | BH1578 lux ind
CCc1cccc2c(=O)c(C(=O)NCCCOC)c[nH]c12
 : -14.2 | -4.3 | 0.8 | -1.3 | 1.8 | -0.7 | -2.0 | -12.5 | -1.1 | i
Cc1c(NC(=O)c2ccc(F)c(S(=O)(=O)N3CCOCC3)c2)c(=O)n(-c2ccccc2)n1C
 : 13.9 | -2.4 | 1.3 | -2.8 | . | -0.9 | -6.1 | 8.1 | 0.1 | 5.3
CCCN1CCN(C(=O)c2ccc3nc(CC)c(CC)nc3c2)CC1
 : 13.2 | -7.4 | -13.2 | -1.2 | 1.0 | -0.8 | -10.9 | 13.9 | 3.9 | i

Remaining list, next part.
SMILES | CCHFV vOTU inh | Yp Topo-I inh | SSB-PriA inh | SARS 3CLpro inh | TcdB inh | PfHsp40 yeast | Anthrax LF prot | VHR inh abs | BoNT A protease | BH1578 lux ind
CC(C)(C)NC(=O)CSc1nc2scc(-c3ccccc3)c2c(=O)[nH]1 | 18.8 | -2.7 | -6.5 | -1.0 | . | -0.6 | -1.2 | -0.8 | 0.2 | i
C/C=C/C(=O)OCC(=O)Nc1cc(-c2cc(C)c(C)cc2C)nn1-c1ccccc1 | -1.3 | 24.7 | -6.6 | 3.6 | 0.5 | 13.9 | 0.8 | 28.2 | 0.7 | -0.3
CCc1ccc(OCCNC(=O)c2cccs2)cc1 | 12.0 | 11.5 | -11.8 | 0.3 | . | 1.1 | -3.1 | 11.3 | 0.0 | .
O=C(NCc1ccccc1Cl)C1CCCN(S(=O)(=O)c2cccc3nsnc23)C1 (stereo not drawn) | -0.5 | 16.1 | 3.9 | 0.6 | 0.6 | -1.7 | -4.6 | 20.1 | -0.8 | -1.5
CCCCCCc1cc2cc(-c3nnc(-c4ccccc4O)o3)c(=O)oc2cc1O | -5.8 | 5.9 | -11.3 | 6.8 | . | 1.3 | 2.6 | 15.3 | 2.6 | -0.2
CC(OC(=O)c1ncc(Cl)c(Cl)c1Cl)C(=O)NC1(C#N)CCCCC1 (stereo not drawn) | -2.5 | 5.1 | -4.8 | . | 0.1 | -0.8 | ? | . | -2.8 | 0.7
CCOc1ncccc1C(=O)OCc1csc(CC(=O)Nc2ccccc2C)n1 | 0.4 | -13.4 | 18.8 | . | 2.8 | 1.1 | -6.5 | . | -2.5 | i
Cc1c(OCC(=O)NC(Cc2ccc(Cl)cc2)C(=O)O)ccc2c3c(c(=O)oc12)CCCC3 (stereo not drawn) | 2.2 | 13.6 | -5.6 | 5.6 | 0.3 | 1.9 | 0.0 | 8.4 | -0.8 | -0.5
CC(=O)N(CC(=O)O)c1ccccc1C(=O)O | -2.5 | 3.8 | -14.8 | -2.3 | . | -0.8 | 0.2 | 11.7 | 0.0 | -0.7
O=[N+]([O-])c1ccc2nc(-c3ccc(Cl)cc3)n(OCc3ccccc3)c2c1 | -5.1 | -7.7 | 3.8 | -5.8 | . | 1.0 | 0.1 | 7.1 | 0.0 | -0.3
N/C(=N\OC(=O)COc1ccc([N+](=O)[O-])cc1)c1ccncc1 | 9.1 | 9.2 | . | 0.0 | 0.9 | -1.7 | -0.5 | 24.4 | -0.4 | 1.5

From PubChem BioAssay

Only part of the results is shown; count on the stated rates, not on these rows.
